Source: PubChem BioAssay
A549 tox: Nrf2 qHTS screen for inhibitors: counterscreen for cytotoxicity. A549 ARE-Fluc cells, CellTiter-Fluor viability, 18-24 h. AID 504648, 2011. Potency, µM (series often up to 46 µM), without a hit: at the highest dose activity change, negative = cytotoxicity, usual class: inhibitors. 390,000 compounds, 0.16% hits; note: % is set by controls: 0 for no effect and ±100 for the full control effect
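Cytotoxicity counterscreen: CellTiter-Fluor fluorescence was measured in A549 ARE_Fluc cells after 18-24 h of compound exposure in a concentration series. The subsequent BugLite luminescent read reports ARE-luciferase activity.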
ATXN viability: Viability Counterscreen for Primary qHTS for Inhibitors of ATXN expression | S2 cells (HEK-293 line with an ATXN2-luciferase reporter) viability, CellTiter-Fluor protease fluorescence, 24 h | Potency, µM (series often up to 56.7 µM), usual class: cytotoxic | 400,000 compounds, 0.49% hits | AID 651635, 2014; note: nearly all actives have a fitted effect of over 40% in size
MCF10A rerep: A quantitative high throughput screen for small molecules that induce DNA re-replication in MCF 10a normal breast cells | 350,000 compounds, 2.9% hits | MCF 10A DNA re-replication, Hoechst nuclear intensity, 48 h | Potency, µM (titrated, usually from 46.1 µM), inactives show at the highest dose activity, positive = re-replication, actives largely listed as activators; note: % of control where 0% means no effect; nearly all actives have a fitted effect of over 50% in size
HepG2 viability: qHTS for Inhibitors of TGF-b: Cytotox Counterscreen; HepG2 CAGA-GFP viability, ATP luminescence, 18 h; 410,000 compounds, 0.76% hits; Potency, µM (top dose mostly 46.1 µM), without a hit: at the highest dose activity change, negative = cytotoxicity, usual class: cytotoxic; AID 588856, 2011; note: some results filed as inactive show a strong effect at the top dose
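HepG2 CAGA-GFP cells (1000/well, DMEM with 1% FBS) received compound, then TGF-beta at 500 pg/mL final, and were incubated 18 hours at 37 degrees C. Viability was read by CellTiter-Glo luminescence. Media-only wells were set as complete cell-killing and DMSO as no toxicity.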
ATXN2 expr inh: Primary qHTS for Inhibitors of ATXN expression; 360,000 compounds, 0.72% hits; Potency, µM (series often up to 57 µM), without a hit: top-dose activity change, negative = inhibition, usual class: inhibitors; AID 1745845, 2022; HEK-293 ATXN2-luciferase reporter, luminescence, 24 h; note: % is set by controls: 0 for no effect and ±100 for the full control effect; nearly all actives have a fitted effect of over 55% in size
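ATXN2-luciferase reporter cells (luciferase flanked by upstream and downstream ATXN2 gene portions) were treated 24 h at 37 °C with compounds at up to 57 uM. SteadyGlo luminescence gave expression; GF-AFC fluorescence gave viability.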
Nrf2 inh: Nrf2 qHTS screen for inhibitors; A549 ARE-Fluc reporter, luciferase luminescence, 18-24 h; Potency, µM (highest dose often 46 µM), for the others: top-dose activity change, negative = inhibition, hits mostly inhibitors; 360,000 compounds, 2.1% hits; note: % is set by controls: 0 for no effect and ±100 for the full control effect; nearly all actives have a fitted effect of over 60% in size
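A549 ARE_Fluc cells, 5000/well, 5% FBS OPTI-MEM; compounds in dose-response, 18-24 h at 37 °C/5% CO2; CellTiter-Fluor viability read (Ex 405/Em 525), then BugLite luciferase luminescence = Nrf2 activity.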
Nrf2 activator: qHTS of Nrf2 Activators | AREc32 ARE-luciferase reporter (MCF7-derived line), luminescence, 24 h | Potency, µM (titrated, usually from 46.1 µM), for inactives: at the highest dose activation, actives largely listed as activators | 410,000 compounds, 0.31% hits; note: % of control where 0% means no effect; nearly all actives have a fitted effect of over 65% in size
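Reporter line AREc32 (ARE-Fluc), seeded overnight in OPTI-MEM with 5% FBS; compound pin-transferred, 24 hr at 37 deg C, 5% CO2; luminescent read-out.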
TGFb inhibitor: qHTS for Inhibitors of TGF-b | HepG2 CAGA-GFP TGF-b/SMAD3 reporter, GFP fluorescence, 18 h; TGF-beta stimulated, 500 pg/mL final | Potency, µM (titrated, usually from 46.1 µM), for inactives: at the top dose activity, negative = inhibition, most hits filed as inhibitors | 410,000 compounds, 1.2% hits; note: % is set by controls: 0 for no effect and ±100 for the full control effect; nearly all actives have a fitted effect of over 65% in size
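Using HEPG2 CAGA-GFP reporter cells at 1000 cells/well, we pinned test compounds, stimulated with recombinant TGF-beta (500 pg/mL final) and measured total well GFP after 18 h.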
EPAC2 antagonist: qHTS for Antagonist of cAMP-regulated guanine nucleotide exchange factor 2 (EPAC2): primary screen; EPAC2 GEF exchange of Rap1B-BODIPY-GDP, fluorescence; Potency, µM (top dose mostly 114 µM), for inactives: top-dose activity, negative = inhibition, actives largely listed as inhibitors; 360,000 compounds, 0.18% hits; note: % is set by controls: 0 for no effect and ±100 for the full control effect; nearly all actives have a fitted effect of over 45% in size; many of its hits are not listed in these tables
Target sequence (Q8WZA2 whole entry, looked up): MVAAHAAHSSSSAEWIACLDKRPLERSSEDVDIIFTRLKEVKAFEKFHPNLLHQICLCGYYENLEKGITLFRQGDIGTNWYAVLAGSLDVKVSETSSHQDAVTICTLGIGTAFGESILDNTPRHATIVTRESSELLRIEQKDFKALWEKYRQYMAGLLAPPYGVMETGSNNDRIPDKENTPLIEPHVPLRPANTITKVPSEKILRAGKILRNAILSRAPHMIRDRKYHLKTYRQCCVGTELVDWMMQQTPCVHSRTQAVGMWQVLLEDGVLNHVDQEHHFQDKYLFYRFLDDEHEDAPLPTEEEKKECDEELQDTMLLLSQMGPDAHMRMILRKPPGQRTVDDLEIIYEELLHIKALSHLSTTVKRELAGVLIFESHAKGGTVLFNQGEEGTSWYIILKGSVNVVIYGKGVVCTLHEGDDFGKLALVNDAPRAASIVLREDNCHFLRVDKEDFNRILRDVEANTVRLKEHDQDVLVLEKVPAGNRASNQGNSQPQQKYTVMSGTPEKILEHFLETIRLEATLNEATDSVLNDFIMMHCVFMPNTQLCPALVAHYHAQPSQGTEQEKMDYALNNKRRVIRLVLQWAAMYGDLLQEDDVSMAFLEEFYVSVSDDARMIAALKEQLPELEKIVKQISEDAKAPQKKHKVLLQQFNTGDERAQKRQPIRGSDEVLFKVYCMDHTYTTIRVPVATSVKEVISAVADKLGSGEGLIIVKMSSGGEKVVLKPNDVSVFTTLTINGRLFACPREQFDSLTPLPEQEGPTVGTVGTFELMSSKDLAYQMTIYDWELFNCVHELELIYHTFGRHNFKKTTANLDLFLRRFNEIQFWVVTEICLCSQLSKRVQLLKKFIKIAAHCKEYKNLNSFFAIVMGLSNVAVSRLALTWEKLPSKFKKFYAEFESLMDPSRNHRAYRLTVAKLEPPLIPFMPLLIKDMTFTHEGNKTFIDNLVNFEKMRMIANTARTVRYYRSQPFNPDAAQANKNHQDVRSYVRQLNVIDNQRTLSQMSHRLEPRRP
Starred values were filed as active, the others as inactive; i = inactive; ? = inconclusive; · = no result given; & = joins results of further samples; [ ] = dose if it differs, or a comment. Calls come from the whole dose curve; as a rule, active = well fitted curve in the direction sought with a large enough effect; inconclusive = small, poorly fitted or top-dose-only effect, or another doubt; inactive = no such curve, though single readings can be large; an effect the other way counts as inactive or inconclusive. Potency is the fitted concentration of half-maximal effect. Only part of the results is shown, so the mix of outcomes need not match the whole.

item	canonical_smiles	A549 tox	ATXN viability	MCF10A rerep	HepG2 viability	ATXN2 expr inh
1	COC(=O)c1ccc(NC(=O)CSc2nnc(-c3cccnc3)o2)cc1	0%	?	10%	-19%	7%
2	CC(C)C(c1nnnn1C1CCCCC1)N1CCN(c2ncccn2)CC1 (configuration not stated)	0%	i	3%	-28%	-4%
3	COc1cc(/C=C/C(=O)OCC(=O)N2c3ccccc3NC(=O)C2(C)C)cc(OC)c1OC	-17%	i	10%	-68%	?
4	CCCCc1c(C)[nH]c(C(=O)OCC)c1C	0%	i	?	-26%	-19%
5	Cc1cccc(-c2nc(CS(=O)CC(=O)NC3CCCC3)c(C)o2)c1 (configuration not stated)	11%	i	-6%	-2%	-6%
6	CCC/C=C1/CCCOC(C(=O)NCc2ccccc2)(C(F)(F)F)C1 (configuration not stated)	9%&13%	i	?	-14%&-22%	-4%
7	COCn1c(COc2ccc3ccccc3c2)nc2ccccc21	0%	i	4%	-36%	70%[activator]
8	O=C(O)c1cccc(Cn2c(Cl)c(/C=N/NC(=O)c3cccc(O)c3)sc2=O)c1	1%	i	8%	-2%	-2%
9	COc1cccc(OCC(=O)Nc2ccccc2C(=O)Nc2ccc(C(=O)O)cc2)c1	2%	i	2%	0%	-2%
10	O=C(CN(Cc1ccccc1F)C(=O)Cn1nnc(-c2cccs2)n1)NCC1CCCO1 (configuration not stated)	-5%	i	-3%	-2%	2%
11	CCOC(=O)c1ccc(NC(=O)c2cccc3c(=O)c4c([nH]c23)CCCC4)cc1	0%	i	·	2%	-1%
12	c1csc(-c2nc(-c3ccc(-c4ccon4)s3)no2)c1	2%	i	-1%	-23%	21%

item	Nrf2 inh	Nrf2 activator	TGFb inhibitor	EPAC2 antagonist
1	-2%	0.5%	14%	14%
2	6%	-0.7%	-3%	-4%
3	?	-3.1%	?	6%
4	5%	0.6%	-26%	-19%
5	-18%	0.5%	4%	3%
6	-10%&-12%	0.7%	?	-24%
7	?	2.7%	0%	-24%
8	4%	-0.6%	3%	-3%
9	-16%	-0.9%	0%	25%
10	?	0.0%	5%	-2%
11	9%	0.5%	4%	·
12	?	5.6µM*	?	1%

Later entries.
item	canonical_smiles	A549 tox	ATXN viability	MCF10A rerep	HepG2 viability	ATXN2 expr inh
13	Cc1cc(NC(=O)c2cccs2)cc(-c2nc3ncccc3o2)c1O	-2%	i	15%	0%	4%
14	CCCCNC(=O)COC(=O)c1cc(C)oc1C	0%	i	1%	-6%	5%
15	O=S(=O)(NCC1(N2CCOCC2)CCCCC1)c1ccc(F)cc1	1%	?	0%	2%	4%
16	C=CCOc1c(Br)cc(CNn2c(C)n[nH]c2=S)cc1OCC	0%	i	13%	12%	-2%
17	CC1CCCCN1C(=O)CSc1nnc(-c2cccnc2)o1 (configuration not stated)	-1%	i	-19%	-1%	12%
18	Cc1ccc(NC2=C(Cl)C(=O)OC2OC(=O)c2ccccc2)c(C)c1 (configuration not stated)	-2%	i	?	4%	-17%
19	Cc1ccc(OCC(O)CN2CCN(CC(O)COc3ccc(C)cc3)CC2)cc1 (configuration not stated)	-2%	i	0%	-25%	-17%
20	O=C(CN(c1ccccc1)S(=O)(=O)c1ccccc1)Nc1ccccc1C(=O)NCc1ccco1	12%	i	5%	-14%	-6%
21	COc1ccc(C2(O)CCN(C(=O)Cc3cccnc3)CC2)cc1	-1%	i	8%	-1%	-5%
22	Cc1ccc(C(=O)OCC(=O)N(CC(C)C)c2c(N)n(Cc3ccccc3)c(=O)[nH]c2=O)o1	-5%	?	6%	-33%	-2%
23	O=C(O)c1cc(Cl)c2c(c1)OCO2	0%	i	0%	-26%	·
24	COc1ccc(CCNC(=O)CN2C(=O)NC(C)(c3ccc([N+](=O)[O-])cc3)C2=O)cc1 (configuration not stated)	-4%	i	0%[9.22 µM]	0%	6%

item	Nrf2 inh	Nrf2 activator	TGFb inhibitor	EPAC2 antagonist
13	18%	4.2%	4%	0%
14	10%	-0.7%	-13%	-8%
15	9%	-0.7%	4%	4%
16	-11%	-0.7%	-9%	-1%
17	3%	-0.7%	7%	4%
18	3%	?	0%	-30%
19	-5%	2.0%	15%	2%
20	-11%	2.7%[9.22 µM]	-13%	-4%
21	-6%	-0.9%	-1%	2%
22	-17%	0.3%	-19%	-1%
23	0%	-1.0%	-21%	1%
24	-28%	-0.3%	0%	-11%

Of the compounds above, these contain a thiophene ring, fused or not:
item	canonical_smiles	A549 tox	ATXN viability	MCF10A rerep	HepG2 viability	ATXN2 expr inh
10	O=C(CN(Cc1ccccc1F)C(=O)Cn1nnc(-c2cccs2)n1)NCC1CCCO1 (configuration not stated)	-5%	i	-3%	-2%	2%
12	c1csc(-c2nc(-c3ccc(-c4ccon4)s3)no2)c1	2%	i	-1%	-23%	21%
13	Cc1cc(NC(=O)c2cccs2)cc(-c2nc3ncccc3o2)c1O	-2%	i	15%	0%	4%

item	Nrf2 inh	Nrf2 activator	TGFb inhibitor	EPAC2 antagonist
10	?	0.0%	5%	-2%
12	?	5.6µM*	?	1%
13	18%	4.2%	4%	0%

Later entries:
item	canonical_smiles	A549 tox	ATXN viability	MCF10A rerep	HepG2 viability	ATXN2 expr inh
25	CC1CCCCN1CC(=O)NC(=O)NCc1ccccc1 (configuration not stated)	1%	i	16%	16%	11%
26	CN1CCN(NC(=O)/C=C/c2ccc(C(C)(C)C)cc2)CC1	-3%	i	-5%	-7%	-1%
27	Nc1ccccc1C(=O)NCCN1CCNC1=O	0%	i	1%	-8%	·
28	CC(=O)c1c(C)nn(CC(O)Cn2c3c(c4cc(C)ccc42)CCCC3=O)c1C (configuration not stated)	-1%	i	?	-24%	-5%
29	COc1ccccc1NC(=O)N1CCN(c2cccc(C(F)(F)F)c2)CC1	-4%	i	?	5%	-17%
30	O=C(C[C@H]1C/C=C\CCCCC(=O)OC[C@H]2CCCN2C1=O)N[C@H](CO)Cc1ccccc1	-3%	i	2%	-2%	14%
31	O=C(CCn1c(=O)[nH]c2ccccc2c1=O)Nc1ccccc1	3%	i	1%	2%	-2%
32	O=C(NCCN1CCOCC1)/C(=C\c1ccccc1Cl)NC(=O)c1ccccc1	0%	i	9%	-3%	-1%
33	COc1ccc(CCNC(=O)C(=O)NCc2ccc(C(C)C)cc2)cc1OC	-3%	i	4%	-6%	-12%
34	Cc1nc(SCC(=O)N2CCCc3ccccc32)c2oc3ccccc3c2n1	-7%	i	?	-49%	-18%
35	Cc1cc(C)c2c(N=NN3CCCCC3)[nH]nc2n1	-2%	i	1%	-3%	17%
36	CC1CN(C(=S)SCC(=O)c2ccccc2)CC(C)O1 (configuration not stated)	15%	i	-4%	-26%	48%[activator]

item	Nrf2 inh	Nrf2 activator	TGFb inhibitor	EPAC2 antagonist
25	2%	-0.2%	23%	2%
26	-6%	0.3%	15%	5%
27	0%	-0.1%	-4%	4%
28	-8%	3.1%	-18%	-8%
29	?	-0.2%	-6%	-6%
30	4%	-0.7%	-25%	3%
31	-27%	0.3%	-9%	8%
32	15%	-0.1%	-2%	-2%
33	-19%	-0.6%	0%	5%
34	11%	0.1%	-16%	-3%
35	0%	-0.1%	-5%	-3%
36	15%	1.6%	-10%	3%

Next records:
item	canonical_smiles	A549 tox	ATXN viability	MCF10A rerep	HepG2 viability	ATXN2 expr inh
37	CC1=CC(C)(C)Nc2ccc(OC(=O)C(Cc3ccccc3)N3C(=O)C4CCCCC4C3=O)cc21 (configuration not stated)	1%	i	?	-19%	-34%
38	NS(=O)(=O)c1ccc(CCNC(=O)c2ccc(Cl)cc2[N+](=O)[O-])cc1	2%	i	-14%	-2%	-11%
39	COc1cc(/C=C2/SC(=S)N(CCC(=O)Nc3cccnc3)C2=O)cc(OC)c1OC	·	?	·	-1%	·
40	CCCc1nc2c(=O)n(C)c(=O)[nH]c2n1C	2%	i	-13%	15%	-18%
41	N#Cc1cc(C(=O)c2ccccc2O)cn(-c2ccc(Cl)cc2)c1=O	4%	i	?	-3%	-5%
42	CCc1ccccc1N(C)C(=O)Cn1cnc2sc(C)c(S(=O)(=O)N3CCC(C)CC3)c2c1=O	5%	i	·	1%	1%
43	Nc1nc(NCCOCCO)nc(NCC2CCCO2)c1[N+](=O)[O-] (configuration not stated)	5%	?	-2%	71%	-13%
44	Cc1ccc(C(=O)C(C)N2C(=O)NC(C)(c3ccccc3)C2=O)cc1 (configuration not stated)	2%	i	-3%	-4%	-27%
45	CC(c1ccccc1)n1cc(C(=O)NCC2COc3ccccc3O2)nn1 (configuration not stated)	-4%	i	-10%	-3%	-15%
46	O=C(NCCCn1ccnc1)/C(=C/c1ccco1)NC(=O)c1ccco1	1%	i	8%	2%	8%
47	CCn1cc2nc(SCc3cc(C)ccc3C)n(CCc3ccccc3)c(=O)c2n1	-10%	i	·	-4%	0%
48	Cc1ccc(NC2=CC(=O)CC(c3ccccc3)C2)cc1 (configuration not stated)	-18%	i	8.2µM*	14%	4%
49	COCCNC(=O)C1CCN(C(=O)C2CC(=O)N(c3ccc(C)cc3)C2)CC1 (configuration not stated)	3%	?	20%	15%	-13%
50	COc1ccc(NC(=O)C2CCCN(S(=O)(=O)c3cccc4nonc34)C2)cc1Cl (configuration not stated)	0%	?	·	-2%	15%
51	CCN(C[C@H]1N[C@@](Cc2ccccc2)(C(=O)OC)[C@H]2C(=O)N(C)C(=O)[C@@H]12)C(=O)c1ccccc1	-11%	i	22%	3%	-2%

item	Nrf2 inh	Nrf2 activator	TGFb inhibitor	EPAC2 antagonist
37	?	-0.3%	-13%	-3%
38	-5%	0.3%[9.22 µM]	1%	6%
39	·	-0.6%	5%	6%
40	-7%	0.2%	2%	-7%
41	?	4.9%	22%	-6%
42	5%[9.27 µM]	-1.5%	27%	·
43	4%	0.1%	3%	0%
44	-19%	-0.4%	-5%	3%
45	1%	-0.1%	-3%	-1%
46	8%	-0.7%	-17%	0%
47	?	-1.3%	-34%	·
48	0%	3.1%	6%	9%
49	-10%	-0.1%	7%	-15%
50	18%	-0.7%	-15%	·
51	-4%	-0.6%	36%	12%
